Bioassay records: PubChem, Broad Institute
XiGFP reactiv – X-chromosome reactivation activator | XiGFP mouse fibroblasts, % GFP-positive cells imaging, 3 d; cells co-treated with 5-aza-dC sensitizer; scaled so ellipticine positive control = 100% | 0.055% of 360,000 active | activation, % at 7.58 µM | AID 743238;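 active = mean normalized replicate activation at least 10% and every replicate at or above 10%; inconclusive = only one of the two criteria met; inactive = mean below 10% and not all replicates reach 10%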;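 note: 0% = median of on-plate neutral control wells and 100% = ellipticine 6 µM median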
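Schedule: 3 d treatment, 15 min room-temperature fixation; system: 68-5-11 XiGFP fibroblast line; buffer or medium: DMEM plus 5-aza-dC sensitizer; control set: ellipticine 6 µM positive control; compound: one concentration, pinned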
INS-1E GSIS act – primary screen for activators of insulin secretion dependent on glucose, INS-1E cells, GLuc reporter luminescence | INS-1E GLuc reporter insulin secretion, 2-3 h | activation, % at 16.6 µM | 0.61% of 370,000 active;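 active = lowest replicate activation of at least 40%, so every replicate reaches that level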;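 note: 0% = median of neutral control wells and 100% = median of IBMX positive control wells; some compounds called inactive have numbers as strong as hits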
ARNT TACC3 PPI – disrupts binding between human ARNT and TACC3; 0.66% of 390,000 active; inhibition, % at 9.99 µM; AlphaScreen His-ARNT PAS-B/GST-TACC3 binding, luminescence; TACC3 fragment carries E629A point mutation; Q9Y6A5; AID 623870;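 active = mean inhibition of replicates at least 50% and at least half of replicates each reaching 50%; inconclusive = half or more replicates reach 50% but mean below 50%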;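 note: 0% = complete ARNT plus TACC3 wells and 100% = ARNT alone without TACC3; many hits fall short of the cut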
DENV2 CPE rescue – DENV2-induced cell death inhibition | DENV2-infected cells, cytopathic effect rescue, plate reader | AID 651640 | CPE inhibition, % at 9.99 µM | 1.7% of 350,000 active; in the data active = CPE inhibition above about 20%, passing the limit was not always enough; inconclusive = no clear call, values can overlap the other calls; tested in BHK-21 cells;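 note: 0% = median of neutral control wells and 100% = median of positive control wells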
EWS-Fli inh – inhibitors of EWS/Fli oncoprotein transcriptional activity | A673 NR0B1-luciferase reporter, viability-normalised | inhibition, % at 12.6 µM | 0.67% of 350,000 active;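 active = mean inhibition of at least 50% after viability correction, with every replicate also passing that limit; inconclusive = mean reaches 50% but only one of two replicates passes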;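 note: firefly luciferase signal divided by Alamar Blue viability fluorescence both relative to DMSO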
ERp5 block – ERp5 (human) disulfide isomerase inhibition. inhibition, % at 9.99 µM. ERp5 insulin aggregation, absorbance 650 nm, 90 min. Q15084. 0.05% of 350,000 active. AID 651711;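 active = mean replicate inhibition above about 25%, with every replicate also reaching it, limit read from the data, passing the limit was not always enough; inconclusive = only one of those two criteria met; inactive = neither criterion met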
Target sequence (Q15084 whole entry, looked up): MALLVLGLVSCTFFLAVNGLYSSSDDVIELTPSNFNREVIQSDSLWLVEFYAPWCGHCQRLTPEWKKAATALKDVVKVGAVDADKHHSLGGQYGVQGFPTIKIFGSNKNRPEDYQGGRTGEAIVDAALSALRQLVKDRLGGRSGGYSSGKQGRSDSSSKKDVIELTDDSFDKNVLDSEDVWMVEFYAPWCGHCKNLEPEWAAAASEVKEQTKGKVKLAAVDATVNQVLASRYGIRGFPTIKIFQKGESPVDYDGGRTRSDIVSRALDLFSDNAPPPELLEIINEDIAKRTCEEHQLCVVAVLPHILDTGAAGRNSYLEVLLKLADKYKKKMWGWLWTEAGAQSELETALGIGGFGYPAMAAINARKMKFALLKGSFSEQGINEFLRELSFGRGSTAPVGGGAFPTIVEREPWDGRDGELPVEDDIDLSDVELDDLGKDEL
CFTR F508del cor – CFTR F508del correction in bronchial cells. AID 720511. CFBE cells, YFP halide quenching; stimulated with forskolin plus potentiator P3; % fluorescence drop versus neutral controls. 0.36% of 350,000 active. activity (quench increase), % at 7.58 µM;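 active = mean added fluorescence quench of at least 8% versus neutral control, with both replicates also reaching 8%; inconclusive = only one of the mean or replicate conditions met; inactive = mean below 8% and not both replicates reaching 8%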;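 note: cells transiently co-express mutant CFTR-F508del with the halide-sensitive YFP; corrector assay measuring rescue of mutant channel to the surface after 24 h compound exposure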
PAX8 inh HTS – inhibitors of PAX8 transcriptional activity in RMG-I cells | inhibition, % at 12.6 µM | AID 652154 | 1.2% of 360,000 active | RMG-I TPO-luciferase reporter, SteadyGlo, 24 h;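 active = mean replicate inhibition at least 60% with every replicate also reaching 60%; inconclusive = only one of the two criteria is met; inactive = mean below 60% and not all replicates reaching 60%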;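 note: luciferase light reporting Pax8 driven TPO promoter activity; plate controls were median of neutral control wells for no effect and mitoxantrone controls for full effect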
* = called active by the depositor; ? = inconclusive; . = no result given.

SMILES	XiGFP reactiv	INS-1E GSIS act	ARNT TACC3 PPI	DENV2 CPE rescue	EWS-Fli inh	ERp5 block	CFTR F508del cor	PAX8 inh HTS
C[C@@H]1CN([C@H](C)CO)C(=O)c2cc(-c3ccc(F)cc3)cnc2O[C@@H]1CN(C)C(=O)Cc1ccccn1	-0.3	32	-1	3	-9	0	-0.1	4
CCOC(=O)CC1C(=O)NCCN1C1CCCC1 (configuration not stated)	0.0	-3	4	5	6	5	2.1	-9
CCOC(=O)C1=CCN(S(=O)(=O)c2ccccc2)C1c1ccccc1 (configuration not stated)	0.0	-3	.	-6	-9	4	0.0	14
COc1cc(NC(=S)NC(=O)C(C)C)ccc1NC(=O)c1cc2ccccc2o1	0.0	35	1	-4	-2	-3	-0.7	1
Cc1ccc(-c2nc(CS(=O)(=O)CC(=O)NCc3cccc(F)c3)c(C)o2)cc1	0.0	5	-4	5	2	-7	-2.7	-8
C[C@@H]1CN([C@H](C)CO)C(=O)Cc2cc(NC(=O)NC3CCCCC3)ccc2O[C@@H]1CN(C)S(=O)(=O)c1cccs1	-0.2	-18	.	1	7	9	-1.2	2
Cc1ccc(S(=O)(=O)n2ccc3c2CCCC3=O)cc1	0.1	16	-5	-4	5	-1	-0.1	11
Cc1ccc(COc2ccc(/C=N/O)cc2)cc1	0.0	29	-5	2	-31	-3	.	-197
C[C@@H]1CN([C@H](C)CO)C(=O)c2cccc(NC(=O)C3CCCCC3)c2O[C@@H]1CN(C)S(=O)(=O)c1cn(C)cn1	-0.9	-4	.	.	4	.	1.5	15
COC(=O)[C@H]1[C@H](CO)[C@H]2Cn3c(ccc(-c4ccccc4)c3=O)[C@H]2N1Cc1ccccc1F	0.4	-2	15	-11	10	-5	5.4	20
COc1ccc(CCNC(=O)CSc2nnc3ccccn23)cc1	0.0	-7	-7	0	-3	0	0.0	-2
COc1cccc(C(=O)Nc2ccc3c(c2)C(=O)N(C)C[C@@H](OC)[C@H](C)CN(CC2CC2)[C@@H](C)CO3)c1	0.0	1	-15	-15	-5	-6	-1.1	-9
CCCN(C)C[C@@H]1Oc2cc(C#CCN(C)C)ccc2S(=O)(=O)N([C@@H](C)CO)C[C@@H]1C	0.1	6	4	-7	-1	0	1.8	.
Cc1cccc(Nc2nc(N)nc(-c3oc4ccccc4c3C)n2)c1	0.1	19	3	11	3	7	12*	-50
CCN(CC)S(=O)(=O)c1ccc(N2CCOCC2)c(NC(=O)Cc2cccc3ccccc23)c1	0.0	-33	1	.	.	.	.	2
C[C@@H]1CN([C@@H](C)CO)C(=O)c2cc(C#Cc3ccccc3F)cnc2O[C@H]1CN(C)S(=O)(=O)c1ccccc1	0.0	-32	-11	-10	6	-7	-2.4	.
CC1CCCCC12NC(=O)N(CC(=O)N1CCN(S(=O)(=O)/C=C/c3ccccc3)CC1)C2=O (configuration not stated)	0.2	12	-11	-4	-3	2	1.4	10
CCCCc1c(-c2ccccc2OC)ncn1Cc1ccc(F)c(F)c1	0.1	11	.	4	-1	-3	0.4	-5
O=C(Nc1ccccc1F)N[C@@H]1CC[C@@H](CCNC(=O)C2CCCC2)O[C@H]1CO	0.2	1	-11	39*	-3	-3	2.1	3
O=C(COC(=O)Cn1cnc2ccccc2c1=O)Nc1ccc(Cl)c(C(F)(F)F)c1	-0.1	-2	-9	-7	0	2	.	18
O=C(CSc1ccccn1)N1CCc2ccccc21	0.0	2	-6	-4	-98	-1	-1.7	-126
O=C(CN1C(=O)NC2(CCCC2)C1=O)NCc1ccc(Cl)cc1	0.0	-10	2	0	-2	1	-2.5	-4
C=CCOc1ccccc1/C=c1\sc2nc(=O)c(C)nn2c1=O	.	.	33	-7	1	3	-0.8	.
CC(C)N(C[C@H]1[C@H](c2ccccc2)[C@@H](CO)N1S(C)(=O)=O)C(=O)CN(C)C	0.3	6	-5	-7	-7	5	-3.1	9
CCc1ccccc1NC(=O)C(Cc1ccccc1)c1nn[nH]n1 (configuration not stated)	0.0	2	-1	-5	-15	3	0.1	6
CCOC(=O)c1ccc(NC(=S)N2CCSC2c2ccc(OC)cc2)cc1 (configuration not stated)	0.1	-13	8	10	.	2	.	-6
CO[C@H]1CN(C)C(=O)c2cc(NC(=O)c3cccc(Oc4ccccc4)c3)ccc2OC[C@@H](C)NC[C@H]1C	0.0	-7	.	.	16	.	-0.3	.
COc1ccc(/C=C(/NC(=O)c2ccccc2)C(=O)N2CCOCC2)cc1OC	0.4	1	-2	-1	-6	-4	-2.1	-2
CCNC(=O)[C@@H]1[C@@H](CO)[C@@H]2Cn3c(ccc(C4=CCCC4)c3=O)[C@@H]2N1C(=O)CC1CC1	0.3	23	-4	0	9	1	-2.7	.
CCN(CC)C1CCN(C(=O)c2cc(COc3ccc(F)cc3Cl)on2)C1 (configuration not stated)	0.0	-4	8	9	-17	9	-0.4	-17

A different layout for some results above:
SMILES,XiGFP reactiv,INS-1E GSIS act,ARNT TACC3 PPI,DENV2 CPE rescue,EWS-Fli inh,ERp5 block,CFTR F508del cor,PAX8 inh HTS
O=C(CN1C(=O)NC2(CCCC2)C1=O)NCc1ccc(Cl)cc1,0.0,-10,2,0,-2,1,-2.5,-4
CCN(CC)C1CCN(C(=O)c2cc(COc3ccc(F)cc3Cl)on2)C1 (configuration not stated),0.0,-4,8,9,-17,9,-0.4,-17

Going on with the list.
SMILES	XiGFP reactiv	INS-1E GSIS act	ARNT TACC3 PPI	DENV2 CPE rescue	EWS-Fli inh	ERp5 block	CFTR F508del cor	PAX8 inh HTS
CN1C(=O)c2cc(NC(=O)c3ccc(C(F)(F)F)cc3)ccc2OC[C@H]2O[C@@H](CC(=O)NCc3ccc4c(c3)OCO4)CC[C@H]21	0.0	4	.	-5	-4	.	-0.2	25
Cc1noc(C)c1S(=O)(=O)Nc1ccc2c(c1)C(=O)N([C@H](C)CO)C[C@H](C)[C@H](CN(C)C(=O)Nc1ccc(F)cc1)OCCCC[C@H](C)O2	?	-15	7	-7	-12	-4	-1.8	16
C[C@H]1CN([C@@H](C)CO)C(=O)Cc2cc(NC(=O)Nc3cccc4ccccc34)ccc2O[C@@H]1CN(C)Cc1ccc(C(=O)Nc2ccccc2N)cc1	-0.2	5	.	38*	0	-1	-1.5	23
CCc1ccc(Nc2n[n+](-c3ccccc3)c(-c3ccc(N(CC)CC)cc3)s2)cc1	-0.7	-45	0	-7	27	3	2.7	82*
CC(=O)Nc1ccc(Nc2cc(C)nc3c(-c4ccc(Cl)cc4)c(C)nn23)cc1	-0.1	-2	-13	.	.	.	.	5
O=C(CS(=O)(=O)c1ccccc1)CS(=O)(=O)c1ccccc1	-0.2	8	.	0	-2	-2	-0.4	2
CN(C)c1ccc(CNC(=O)C2Cc3c(-c4ccccc4Oc4ccccc4)ccnc3O2)cc1 (configuration not stated)	0.0	.	.	-5	-5	-1	1.2	10
COC(=O)Nc1nc2ccc(-c3n[nH]c(=O)c4ccccc34)cc2[nH]1	0.8	56	-4	.	.	.	.	3
O=C(C[C@@H]1CC[C@H]2[C@@H](COC[C@H](O)CN2C(=O)c2ccccc2F)O1)NCc1ccccc1	0.0	4	3	86*	-6	-1	0.0	12
COc1cccc(C(=O)NC(=S)Nc2ccccc2N2CCCC2)c1	0.1	6	16	5	22	3	.	1
O=S(=O)(NCc1ccco1)c1ccc(S(=O)(=O)N2CCCC2)cc1	0.0	3	1	-1	0	7	2.1	4
COc1ccc(S(=O)(=O)Nc2ccc3c(c2)CC(=O)N([C@H](C)CO)C[C@@H](C)[C@@H](CN(C)C(=O)Nc2ccc(F)cc2)O3)cc1	-0.1	-6	6	-6	7	.	-2.0	-17
Nc1cccc(CCc2nc3cc4ccccc4cc3[nH]2)c1	0.5	2	5	.	.	.	.	-26
COc1ccc(-c2ccc3c(c2)[C@@H]2[C@@H](CCN2C(=O)NC2CCCC2)[C@@H](CO)N3C)cc1	0.1	-14	.	-15	-4	-3	1.6	.
CN1c2ccc(-c3ccc(F)cc3)cc2[C@H]2[C@H](CCN2C(=O)c2ccncc2)[C@H]1CO	0.3	-17	-2	.	9	9	2.8	-13
C[C@@H]1CCCCO[C@@H](CN(C)C(=O)Nc2ccc3c(c2)OCO3)[C@H](C)CN([C@H](C)CO)C(=O)c2cc(NC(=O)Nc3ccc4c(c3)OCO4)ccc2O1	1.0	-45	23	-2	-72	-1	0.2	-21
COc1ccc(CNc2nc(Cl)c(C#N)s2)cc1	0.1	7	-3	5	-55	9	-0.3	-120
CCOc1cc(C(c2c(O)nc(SC)[nH]c2=O)c2c(O)nc(SC)[nH]c2=O)ccc1O	0.4	-13	.	0	6	2	-2.9	12
O=C(C1=C[C@H](c2csc3ccccc23)C[C@H](OCCCCO)O1)N1CCCCCCC1	.	.	20	-7	4	3	0.6	4
CC1(c2ccc(OC(F)F)cc2)NC(=O)N(CC(=O)NC2CCCC2)C1=O (configuration not stated)	0.2	.	4	-7	-6	-5	1.5	7
COc1cccc(-c2ccc(NC(=O)C3CCCN(Cc4ccc(CO)o4)C3)cc2)c1 (configuration not stated)	0.2	7	3	3	-16	3	-2.1	-28
CCCCN(C(=O)C1CCC1)c1c(N)n(CCC)c(=O)[nH]c1=O	0.4	12	0	5	3	0	1.5	-22
Cc1cc(-c2ccncc2)n2ncc(-c3ccccc3)c2n1	-0.1	29	.	-1	-19	-1	0.9	18
O=C(CN(C(=O)CCC(=O)Nc1nccs1)c1cccc(F)c1)NCc1ccccc1	0.3	2	-1	1	-2	-2	-1.4	-5
CN(C)C(=O)c1cc(C(=O)c2ccc(C(F)(F)F)cc2)c[nH]1	0.0	8	-10	10	-84	2	-1.2	-74
O=C(C[C@@H]1C=C[C@@H](NS(=O)(=O)c2ccc(F)cc2)[C@H](CO)O1)N1CCc2ccccc2C1	0.2	-13	-5	4	7	6	1.3	13
COc1ccc2[nH]c(C(=O)N3CCC(CO)(Cc4cccc(C(F)(F)F)c4)CC3)c(C)c2c1	0.0	-41	5	1	6	7	-1.0	30
C[C@@H]1CN([C@H](C)CO)C(=O)c2cc(C3=CCCCC3)cnc2O[C@H]1CN(C)CC1CCOCC1	-0.8	5	5	6	-2	5	-2.1	11
CCN(CC)CCCC(C)Nc1nccc2cccc(Cl)c12 (configuration not stated)	-0.2	3	0	8	7	-5	-3.8	26
COc1ccc(C(C(=O)NCC2CCCO2)N(C(=O)Cn2nnc3ccccc32)c2ccc(NC(C)=O)cc2)c(OC)c1 (configuration not stated)	0.2	-3	.	2	7	2	-4.0	2
CCCNC(=O)COC(=O)c1ccccc1OCC(=O)Nc1ccc(Br)cc1	-0.1	5	-8	-1	6	-8	-1.7	42
Cc1cccc(CNc2ncc(-c3cccc([N+](=O)[O-])c3)n2C)c1	0.0	-19	6	0	-2	-4	2.4	0
CC(C)CCN1CCN(CC#Cc2ccccc2)CC1CCO (configuration not stated)	0.4	-2	-2	-4	-3	-2	-2.3	-8
Clc1ccc(CN2CC[C@H]3C=CCc4cccc(c43)C2)cc1	0.0	.	17	3	4	8	-0.3	21
COc1ccc(S(=O)(=O)N(C)C[C@H]2Oc3cc(C4=CCCC4)ccc3S(=O)(=O)N([C@@H](C)CO)C[C@@H]2C)cc1	-1.0	-23	12	-9	-3	-4	-0.7	.
C[C@@H]1CCCCO[C@@H](CN(C)Cc2ccc(C(=O)Nc3ccccc3N)cc2)[C@@H](C)CN([C@H](C)CO)C(=O)c2cc(NC(=O)Nc3ccc4c(c3)OCO4)ccc2O1	0.2	17	-2	3	31	.	0.3	1
